sEH inh: inhibitors of human soluble epoxide hydrolase; recombinant human sEH enzymatic activity assay; 91,000 tested, 0.34% active; inhibition, % at 2 µM; in the data active = inhibition above about 80%; also: values of inactives mirror those of a sister screen read the other way; many of its hits are not listed in these tables
E coli WT exp: E. coli BW25113 growth inhibition, expanded screen; growth inhibition, % at 100 µM; 98,000 tested, 0.15% active; OD600 absorbance;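 active = growth inhibition above about 50% at one test dose, limit read from the data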;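 also: growth measured after 20 h incubation at 37 °C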
PLK1 inh: blocks human PLK1 kinase activity; 97,000 tested, 0.53% active; recombinant PLK1 kinase, TR-FRET peptide phosphorylation; P53350; inhibition, % at 10 µM;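 active = inhibition of 50% or more in the single-concentration screen; inactive = inhibition below 50%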;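 also: 0% = DMSO max control and 100% = H-89 dihydrochloride min control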
HUVEC tox TNFa: toxic to HUVEC cells under TNF alpha stimulation | HUVEC TNFalpha-stimulated, Hoechst cell count, imaging | cell count reduction, % at 2 µM | 93,000 tested, 0.17% active | AID 848;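 active = cell count reduction exceeding the screen mean by over 5 SD, scaled to untreated wells per plate, cut at about 78% in these data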;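 also: cells counted after 24 h of TNF alpha exposure following the 1 h pretreatment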
Plk1 PBD FP: Plk1 (human) PBD binding inhibition; Plk1 PBD phosphopeptide binding, fluorescence polarization; P53350; inhibition, %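 (tested at about 20 µM)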; 97,000 tested, 0.13% active; in the data active = inhibition above about 34%, passing the limit was not always enough
cytoskel mod: cytoskeleton assembly modification | HUVEC TNFa F-actin phalloidin imaging, high content | inhibition, % at 2 µM | 91,000 tested, 0.18% active;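 active = inhibition above the batch mean plus 3 SD and confirmed as a hit by visual image inspection, cut at about 30% in these data, passing the limit was not always enough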; also: strong numbers were not always called active
VCAM1 TNFa inh: reduces TNF alpha induced VCAM1 expression in HUVEC | HUVEC TNFa-induced VCAM-1 immunofluorescence, high-content imaging | inhibition, % at 2 µM | 95,000 tested, 0.48% active | AID 802;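 active = inhibition above the batch mean plus 3 SD, with images confirmed as a hit by eye, cut at about 37% in these data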;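 also: 0% = TNF-stimulated DMSO wells and 100% = unstimulated control wells; not every result past the cut was called active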
hDAT+cocaine: changed human dopamine transporter uptake under cocaine IC80. 110,000 tested, 1.3% active. Q01959. LLC-PK1 hDAT cells, [14C]-dopamine uptake with cocaine IC80; actives deviate in either direction. B-score at 10 µM;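 active = Z score or B-score, a plate-position-corrected score, falls beyond the plate's 99.7% confidence bounds, in either direction; inactive = both scores lie inside the 99.7% bounds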;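 also: scored against the spread of the other compound wells on the same plate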
Target sequence (Q01959 whole entry, looked up): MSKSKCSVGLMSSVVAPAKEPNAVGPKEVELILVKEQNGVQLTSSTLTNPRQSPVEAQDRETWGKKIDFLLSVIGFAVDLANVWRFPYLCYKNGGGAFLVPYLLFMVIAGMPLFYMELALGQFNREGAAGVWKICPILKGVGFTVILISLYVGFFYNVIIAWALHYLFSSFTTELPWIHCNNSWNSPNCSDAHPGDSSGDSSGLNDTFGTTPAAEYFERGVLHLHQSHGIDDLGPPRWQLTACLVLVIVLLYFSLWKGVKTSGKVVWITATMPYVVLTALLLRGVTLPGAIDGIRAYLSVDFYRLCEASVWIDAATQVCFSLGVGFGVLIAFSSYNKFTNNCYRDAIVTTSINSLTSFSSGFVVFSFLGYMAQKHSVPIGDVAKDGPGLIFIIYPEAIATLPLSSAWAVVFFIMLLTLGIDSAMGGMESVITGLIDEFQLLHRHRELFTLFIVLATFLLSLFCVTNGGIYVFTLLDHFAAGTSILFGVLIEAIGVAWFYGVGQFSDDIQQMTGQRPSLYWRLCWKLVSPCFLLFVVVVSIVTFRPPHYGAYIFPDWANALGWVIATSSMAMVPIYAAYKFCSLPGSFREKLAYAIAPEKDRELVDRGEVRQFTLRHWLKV
HUVEC tox IL1B: toxic to HUVEC cells under IL-1B stimulation | AID 845 | cell count reduction, % at 2 µM | HUVEC cell count loss, Hoechst imaging, IL-1B stimulated | 94,000 tested, 0.41% active;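 active = cell count reduction more than 3 SD above the screen-wide mean, cut at about 70% in these data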;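 also: normalized per plate to untreated control cells as the no-loss baseline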
The depositor's hits bear a star; · = not tested or not shown.

SMILES	sEH inh	E coli WT exp	PLK1 inh	HUVEC tox TNFa	Plk1 PBD FP	cytoskel mod	VCAM1 TNFa inh	hDAT+cocaine	HUVEC tox IL1B
O=S(=O)(NCCSc1ccccc1)c1cccs1	4.3	9.0	-10.0	-14.0	8.7	4.6	-7.0	-0.0759	6.8
Cc1ccc(-c2cc(C(F)F)n3ncc(C(=O)N4CCN(c5ccccn5)CC4)c3n2)cc1	-7.9	-3.0	-1.8	5.4	-7.3	-15.7	-4.2	0.88	-27.1
NC(=O)C1CCN(C2=C(Cl)C(=O)c3ccccc3C2=O)CC1	3.8	17.0	10.6	-1.4	66.2*	18.5	-0.5	-0.465	9.9
Cc1cc(NC(=O)c2ccco2)no1	-5.6	1.0	-10.0	10.0	3.0	-3.2	5.5	-0.0718	1.6
Cc1ccc(C)c(-c2cc(C(=O)Nc3nccs3)c3ccccc3n2)c1	0.3	-5.0	-5.0	-16.6	6.1	-3.7	10.2	-1.15	-9.2
CC1CCN(C(=O)C2CCCN(S(C)(=O)=O)C2)CC1 (stereo unspecified)	1.1	-1.0	-1.1	4.5	9.0	·	-11.3	0.071	-30.2
N=c1n(-c2ccccc2)c(O)cc(=O)n1-c1ccccc1	-6.4	-6.0	-7.1	-18.7	-6.6	36.3	7.9	-0.524	-21.6
CCOCCSC1=C(C#N)C(c2cccs2)C(C(C)=O)=C(C)N1 (stereo unspecified)	-0.6	4.0	-14.3	-21.2	-5.5	-7.5	9.8	0.123	-14.1
O=C(CS(=O)c1ccc(C(F)(F)F)cc1[N+](=O)[O-])Oc1ccc(Cl)cc1 (stereo unspecified)	-4.7	-6.0	-1.5	13.4	-13.5	27.0	72.5*	1.5	14.6
O=c1c2ccccc2nc(-c2ccc(Cl)c(Cl)c2)n1O	5.3	3.0	-5.6	-7.8	-2.0	7.2	-15.3	-0.572	·
COc1ccc(N2Cc3cccc(C(=O)O)c3C2=O)cc1	-3.8	10.0	-12.6	-14.6	-8.8	-6.0	7.2	-0.701	-50.6
Cn1c(SCCOc2ccccc2Cl)nnc1-c1ccncc1	0.0	8.0	6.1	17.1	-23.5	-14.1	9.8	0.244	0.5
Cc1ccc2c(c1)N(CCC(=O)NC(C)C)C(=O)CO2	-2.9	0.0	0.0	-35.4	2.1	·	-1.9	1.17	-1.9
COCCn1c(SC)nnc1-c1c[nH]c2ccccc12	·	1.0	72.8*	·	-16.4	·	·	1.19	·
CC(=O)c1c(C)[nH]c(C(=O)OCC(=O)N(C)C)c1C	-11.5	-3.0	-2.6	12.1	21.1	-9.0	-10.4	-0.284	-10.6
O=C(CCn1c(=O)[nH]c2ccccc2c1=O)NCCCN1CCN(c2cccc(Cl)c2)CC1	-0.6	15.0	-10.0	-9.8	11.6	-9.5	-3.4	-1.95	14.1
COc1cccc(-c2cc(C(F)(F)F)n3ncc(S(=O)(=O)c4ccccc4)c3n2)c1	-4.3	-2.0	-2.0	-3.6	9.9	-5.0	-4.0	-0.187	4.8
C1CCC2(CC1)C1=C(CCCC1)Nc1nnnn12	2.6	-7.0	-6.5	-37.8	21.4	3.4	-4.1	-0.159	-19.4
Fc1ccc(-c2nc3ccncc3[nH]2)cc1	-21.4	5.0	64.6*	-24.1	-12.2	11.4	-0.1	0.281	-2.5
Cn1nnnc1SCc1nnc(-c2ccccc2Br)o1	-0.4	1.0	-5.3	2.5	5.2	-6.1	-4.5	0.416	4.8
Cc1ccc(-c2nc(C#N)c(NCc3cccc4c3OCO4)o2)cc1	7.5	-8.0	-7.7	·	3.5	·	·	0.0545	-31.2
CCOC(=O)N1C(=O)c2cc(OC)ccc2S1(=O)=O	-8.4	9.0	-13.7	-22.8	13.4	-11.5	13.2	0.0296	2.2
Cc1nnc(SC(C)C(=O)Nc2ncc(Cl)cc2Cl)n1Cc1ccccc1 (stereo unspecified)	5.4	2.0	-3.9	42.0	4.1	0.8	12.0	0.371	-1.7
CCOC(=O)c1c(C)[nH]c(C(=O)OCC(=O)Nc2cc(C)ccc2OC)c1C	·	-1.0	-6.8	-8.4	-19.1	-20.2	1.1	-0.0173	1.5
CC(NC(=O)C1CCCN1S(=O)(=O)c1cccc2cccnc12)c1ccccc1 (stereo unspecified)	0.9	6.0	0.5	-38.6	4.4	-0.3	7.0	0.486	5.5
CCn1c(N2CCN(CC(=O)Nc3cccc(C)c3C)CC2)nc2ccccc21	-7.8	4.0	-12.2	-31.9	-31.1	-22.4	-23.6	1.25	33.3
S=C(Nc1ccc(Oc2ccccc2)cc1)NC1CCCCC1	62.3	-2.0	-9.4	-4.6	11.1	10.4	0.4	-1.17	-13.6
CC(C)c1ccc(C2C(C#N)=C(N)N3C(=C2C#N)Sc2ccccc23)cc1 (stereo unspecified)	-25.4	-8.0	-14.8	-3.5	-26.0	10.3	-4.5	0.00371	0.6
Cc1nn(-c2cc(N3CCCCCC3)ccc2[N+](=O)[O-])c(=O)c2ccccc12	5.7	-12.0	-9.2	-10.2	-3.3	-21.0	1.2	-0.322	16.8
Cc1ccc(O)c(NC(=O)c2cccc(NC(=O)c3ccco3)c2)c1	-1.5	9.0	0.7	-11.8	22.1	-14.4	11.3	0.0375	-109.1
CC(C)CN(C(=O)CSc1nncs1)c1c(N)n(CC(C)C)c(=O)[nH]c1=O	6.5	-5.0	-4.9	8.6	-31.0	-12.6	-11.6	0.272	-145.6
O=C(CC12CC3CC(C1)CC(CC(=O)NC1=NCCS1)(C3)C2)NC1=NCCS1	-5.7	-15.0	3.2	-2.9	-8.4	-2.6	5.2	-1.18	-24.0
Fc1cccc(CN2CCN3CCCC3C2C2CCCCC2)c1 (stereo unspecified)	-5.1	7.0	-11.2	-16.7	8.6	-1.5	6.8	-0.253	-10.7
Cc1cc(C)n(-c2nc(SCC(=O)N3CCCC3)c3c4c(sc3n2)CCCC4)n1	-11.6	8.0	-2.2	13.8	7.5	46.6	-5.6	0.0271	-3.8
N#CCCn1cc(/C=N/NC(=O)c2ccncc2)c(-c2ccccc2)n1	5.8	5.0	-5.7	-2.4	9.4	21.4	13.6	-0.00778	3.5
O=C(NCCC1=CCCCC1)C1CCN(S(=O)(=O)c2cccs2)CC1	50.0	6.0	-10.8	6.6	-32.4	16.0	-0.7	-0.742	-12.9
CCOC(=O)Cc1cc(=O)[nH]c(/N=C(\N)Nc2ccc(C)cc2C)n1	9.8	-6.0	-7.1	0.0	22.1	-2.9	7.1	0.181	-7.6
Cc1ccc(CN(C(=O)c2ccco2)C(C(=O)NC2CCCC2)c2ccc(N3CCOCC3)cc2)cc1 (stereo unspecified)	-0.4	2.0	-9.2	-24.9	-14.1	5.6	1.3	0.874	-0.5
COCCNS(=O)(=O)c1ccc(C2CNC(=O)C2)cc1 (stereo unspecified)	-6.6	8.0	-13.8	-25.4	18.7	-2.8	8.1	0.636	2.2
Cc1nnc(SCCn2c(N3CC(C)CC(C)C3)nc3c2c(=O)n(C)c(=O)n3C)s1 (stereo unspecified)	-0.7	4.0	-9.9	-2.3	-19.0	-11.8	-0.2	0.0434	-46.1
O=C1C(Cl)=C(NCCCN2CCOCC2)C(=O)N1CCc1ccccc1	-13.8	-2.0	-2.2	-30.5	-23.7	28.6	0.2	·	4.0
CCCc1nc(-c2ccc(-c3ccc(F)cc3)cc2)no1	-0.2	-10.0	12.3	21.3	-36.2	13.6	3.9	-0.133	-31.5
CC1(NC(=O)C23CC4CC(CC(C4)C2)C3)CCS(=O)(=O)C1 (stereo unspecified)	5.0	-3.0	-4.3	-12.1	17.6	30.3	11.0	0.281	20.0
CC12CCC(C(=O)N3CCCCC3)(CC1=O)C2(C)C (stereo unspecified)	1.8	0.0	-0.1	-19.5	6.4	6.7	2.4	-0.844	4.0
COc1ccc(C(=O)c2sc3nc(-c4ccccc4)ccc3c2N)cc1OC	-10.4	-8.0	-21.7	-6.7	-21.3	-0.1	10.1	-1.33	-80.7
Cc1cccc(-n2ccnc2SCC(=O)Nc2cc(C)on2)c1	-9.2	1.0	-6.8	-3.0	4.4	-5.5	-6.5	-0.11	14.4
N#Cc1nc(-c2ccc(OCc3ccccc3)cc2)oc1NCCN1CCOCC1	-14.4	-2.0	-3.5	-35.9	12.1	18.3	-12.0	·	6.0
CC(C)c1[nH]nc2c1C(c1cccc(OC(=O)N3CCOCC3)c1)C(C#N)=C(N)O2 (stereo unspecified)	13.1	-9.0	-1.3	-4.5	-7.2	-5.1	20.4	0.836	-7.6
COc1ccc(N2CC(C)Cn3c2nc2c3c(=O)[nH]c(=O)n2C)cc1 (stereo unspecified)	-4.5	5.0	-8.2	-40.6	6.2	-1.3	0.8	1.4	-51.1
CCC(=O)Nc1ccc(C(=O)Nc2cccc(OC)c2)cc1	-20.3	-15.0	-9.2	-29.2	-7.8	6.1	2.5	-0.504	-4.8

Six records picked at random from those above:
SMILES	sEH inh	E coli WT exp	PLK1 inh	HUVEC tox TNFa	Plk1 PBD FP	cytoskel mod	VCAM1 TNFa inh	hDAT+cocaine	HUVEC tox IL1B
Cc1cccc(-n2ccnc2SCC(=O)Nc2cc(C)on2)c1	-9.2	1.0	-6.8	-3.0	4.4	-5.5	-6.5	-0.11	14.4
N#Cc1nc(-c2ccc(OCc3ccccc3)cc2)oc1NCCN1CCOCC1	-14.4	-2.0	-3.5	-35.9	12.1	18.3	-12.0	·	6.0
CC12CCC(C(=O)N3CCCCC3)(CC1=O)C2(C)C (stereo unspecified)	1.8	0.0	-0.1	-19.5	6.4	6.7	2.4	-0.844	4.0
CCC(=O)Nc1ccc(C(=O)Nc2cccc(OC)c2)cc1	-20.3	-15.0	-9.2	-29.2	-7.8	6.1	2.5	-0.504	-4.8
COc1ccc(N2CC(C)Cn3c2nc2c3c(=O)[nH]c(=O)n2C)cc1 (stereo unspecified)	-4.5	5.0	-8.2	-40.6	6.2	-1.3	0.8	1.4	-51.1
CCCc1nc(-c2ccc(-c3ccc(F)cc3)cc2)no1	-0.2	-10.0	12.3	21.3	-36.2	13.6	3.9	-0.133	-31.5

Later entries:
SMILES	sEH inh	E coli WT exp	PLK1 inh	HUVEC tox TNFa	Plk1 PBD FP	cytoskel mod	VCAM1 TNFa inh	hDAT+cocaine	HUVEC tox IL1B
CC(C#N)Sc1ncnc2sc3c(c12)CCC3 (stereo unspecified)	·	-4.0	15.0	-13.1	-10.9	0.6	-0.7	0.136	-54.3
CC(C)NC(=O)c1ccc(-c2ccccc2C(F)(F)F)o1	-7.4	5.0	-15.2	-16.1	1.8	15.2	-1.2	-0.272	-57.3
Cc1ccc(Cc2c(C)nc3c(C(=O)O)cnn3c2C)cc1	-15.5	·	-14.0	-2.3	-22.3	10.7	21.5	·	-37.4
CC(=O)c1ccc(S(=O)(=O)N(Cc2cc3cc4c(cc3[nH]c2=O)OCCO4)CC2CCCO2)cc1 (stereo unspecified)	-26.3	-4.0	-11.3	-10.7	16.8	28.6	-7.8	0.297	·
CC(C)(C)c1ccc(NC(=O)COc2ccc(-n3ccnc3)cc2)cc1	6.4	9.0	-14.5	-8.8	5.6	-3.3	8.9	0.444	-6.6
Cc1cccc(NC(=O)NCC(F)(F)F)n1	-0.7	6.0	2.2	-29.3	3.6	0.0	12.3	-0.666	-37.5
CCOC(=O)C1=C(C)NC(=O)C1(NC(=O)c1cccnc1)C(F)(F)F (stereo unspecified)	-12.2	7.0	-13.0	·	13.5	·	·	-0.54	2.9
CCCCCNC(=O)C(C#N)c1nc2ccccc2nc1N1CC(C)OC(C)C1 (stereo unspecified)	10.6	·	-10.9	-34.6	-7.9	-2.4	-37.1	·	-27.0
COc1ccc(C(=O)NC(=S)Nc2cccc(Cl)c2N2CCOCC2)cc1[N+](=O)[O-]	-5.9	-6.0	-14.4	7.4	-14.8	-5.4	-1.1	-0.11	-30.0
CC1CN(C(c2ccco2)c2sc3ncnn3c2O)CC(C)O1 (stereo unspecified)	-8.4	4.0	-4.3	1.1	-6.3	-7.7	-9.8	0.543	16.7
CCOC(=O)c1cc2sc(C)cc2n1CC(=O)N1CCc2ccccc21	-13.8	-3.0	-10.7	-2.3	10.6	-24.8	3.1	-0.511	-1.9
